Rin1 Abl inh: human Rin1-Abl interaction inhibition. 360,000 compounds, 0.4% hits. AID 588664. P00519+Q13671. inhibition, % at 7.35 µM. TR-FRET Rin1/Abl binding, biochemical; in the data active means inhibition above about 5%, passing the limit was not always enough
PABP1 MLLE inh: inhibitors of microRNA-mediated deadenylation, human PABP1 MLLE binding; P11940; GST-MLLE / FITC-PAM2 fluorescence polarization; inhibition, % at 20 µM; 360,000 compounds, 0.36% hits; AID 588489; in the data active means inhibition above about 35%, passing the limit was not always enough;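 further: plate controls were DMSO wells with GST-MLLE for no effect and wells lacking GST-MLLE protein for full effect; some results filed as inactive read as strong as hits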
MT1-MMP act inh: inhibitors of human MT1-MMP activation | P50281 | HT1080 RFP-PRO-GFP cells, GFP/RFP ratio fluorescence, overnight; percent of plate control window, DMSO zero | GFP/RFP ratio change, % at 20 µM | 360,000 compounds, 0.061% hits;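 active means GFP/RFP ratio change of at least 30% with cell ATP level not reduced by more than half and red fluorescence within 50% of control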; further: strong numbers were not always called active
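Assay system: HT1080 RFP-PRO-GFP cells. Benchmarks: DMSO vehicle wells and RFP-L50D-GFP reporter cell wells. Times: overnight cell settling, then overnight compound exposure, 37 °C, 5% CO2. Compound: 20 µM single dose, 1% DMSO. Read-out basis: GFP/RFP fluorescence ratio.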
FAS-TE inh: FAS thioesterase (human) inhibition | P49327 | inhibition, % at 15 µM | recombinant FAS-TE, OMFH fluorogenic substrate, fluorescence endpoint | 360,000 compounds, 0.67% hits;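 active means compounds whose normalised, plate-corrected inhibition of enzyme fluorescence in the single-dose primary screen is 50% or more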;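 further: 0% = DMSO with enzyme and 100% = substrate without enzyme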
Rpn11 block: blocks the human proteasome subunit Rpn11; O00487; human 26S proteasome, Ub4-pepOG fluorescence polarization; 20S core pre-blocked with epoxomicin; calls only at 20 µM; 360,000 compounds, 0.59% hits;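 active means inhibition at 20 µM, scaled to each plate's controls, above about 33%, limit read from the data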
MsrA inh: inhibitors of bovine MsrA; purified bovine MsrA, absorbance read-out; inhibition, % at 15.5 µM; 360,000 compounds, 0.75% hits; AID 651718; in the data active means inhibition above about 4.5%;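 further: 0% = vehicle wells with enzyme and 100% = reference inhibitor wells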
CSN inh: CSN deneddylation inhibition; Q92905; Purified CSN, SCF-Nedd8-OG deneddylation, fluorescence polarization; inhibition, % at 12.5 µM; 360,000 compounds, 0.38% hits; AID 651999;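 active means pattern-corrected inhibition above about 35%, with an unprinted fluorescence ratio check between 0.5 and 1.5, limit read from the data, passing the limit was not always enough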;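 further: 0% = enzyme with substrate and 100% = substrate without enzyme; some results filed as inactive read as strong as hits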
Target sequence (Q92905 whole entry, looked up, one chain of several): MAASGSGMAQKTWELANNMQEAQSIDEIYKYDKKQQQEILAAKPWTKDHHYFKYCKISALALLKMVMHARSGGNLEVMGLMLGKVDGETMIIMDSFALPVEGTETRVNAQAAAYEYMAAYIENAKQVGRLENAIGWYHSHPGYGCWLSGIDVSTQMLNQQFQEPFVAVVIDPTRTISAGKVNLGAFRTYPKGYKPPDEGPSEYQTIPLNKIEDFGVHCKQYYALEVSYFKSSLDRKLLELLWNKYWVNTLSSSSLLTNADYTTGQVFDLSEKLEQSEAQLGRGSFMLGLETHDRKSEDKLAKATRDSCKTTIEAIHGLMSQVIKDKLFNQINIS
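Detection – fluorescence polarization · System – HEK293T-derived human Csn5 enzyme · Controls – substrate-only high control, full reaction low control · Timing – 90 min, room temperature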
bovine MsrA act: activates bovine MsrA enzyme; purified bovine MsrA, absorbance read-out; activation, % at 10.6 µM; 360,000 compounds, 0.3% hits; AID 602163; in the data active means activation above about 7.5%;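 further: 0% = vehicle and 100% = reference activator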
eLon inh: inhibits E. coli Lon protease. AID 602123. inhibition, % at 7.94 µM. purified E. coli Lon protease, fluorescence polarization. P0A9M0. 360,000 compounds, 0.42% hits; in the data active means inhibition above about 13%, passing the limit was not always enough;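 further: 0% = enzyme with probe and DMSO and 100% = no enzyme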
Target sequence (P0A9M0 whole entry, looked up): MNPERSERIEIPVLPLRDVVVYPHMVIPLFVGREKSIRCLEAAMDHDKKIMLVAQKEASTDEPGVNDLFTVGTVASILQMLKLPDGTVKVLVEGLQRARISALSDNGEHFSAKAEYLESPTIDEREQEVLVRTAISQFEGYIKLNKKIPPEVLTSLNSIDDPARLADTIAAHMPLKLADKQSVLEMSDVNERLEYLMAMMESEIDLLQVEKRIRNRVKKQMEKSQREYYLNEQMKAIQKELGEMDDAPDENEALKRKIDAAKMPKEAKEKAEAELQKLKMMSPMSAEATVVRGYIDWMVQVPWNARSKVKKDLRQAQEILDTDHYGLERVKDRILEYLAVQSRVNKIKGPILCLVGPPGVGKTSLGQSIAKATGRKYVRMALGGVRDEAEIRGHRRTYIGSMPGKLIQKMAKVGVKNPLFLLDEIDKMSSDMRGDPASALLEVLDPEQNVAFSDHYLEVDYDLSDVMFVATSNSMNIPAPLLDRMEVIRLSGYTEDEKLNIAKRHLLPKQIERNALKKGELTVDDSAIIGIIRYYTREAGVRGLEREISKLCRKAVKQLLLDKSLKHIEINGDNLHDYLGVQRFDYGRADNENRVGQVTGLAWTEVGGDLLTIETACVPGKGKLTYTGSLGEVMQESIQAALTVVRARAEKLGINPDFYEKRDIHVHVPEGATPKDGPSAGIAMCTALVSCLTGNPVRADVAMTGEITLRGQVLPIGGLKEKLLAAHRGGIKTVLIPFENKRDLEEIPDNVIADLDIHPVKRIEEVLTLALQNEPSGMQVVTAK
* marks the source's active call; other numbers are inactive results; i = inactive; x = not tested or not shown; + = active, no number.

SMILES	Rin1 Abl inh	PABP1 MLLE inh	MT1-MMP act inh	FAS-TE inh	Rpn11 block	MsrA inh	CSN inh	bovine MsrA act	eLon inh
CCc1ccc(Cn2nnc(C(=O)Nc3ccc(OC)cc3OC)c2N)cc1	-2	-6	-2	-9	i	0.1	0	-4	0
O=C(NCCCn1ccnc1)c1c(F)cccc1F	-1	5	0	-4	i	-0.1	1	-3	-6
C=CCOc1ccc(CNn2cn[nH]c2=S)cc1OCC	2	-13	2	-8	i	1.0	0	3	-1
COc1cc(NC(=O)c2noc(C)c2[N+](=O)[O-])c(OC)cc1Cl	-1	5	0	2	i	0.3	2	-2	4
O=C(O)C[C@H]1c2ccccc2S(=O)(=O)N1C1CCCC1	-2	-1	2	-7	i	-0.3	-4	-9	11
O=C(C1=C[C@H](c2csc3ccccc23)C[C@H](OCCCCO)O1)N1CCOCC1	2	12	1	-6	i	0.6	-3	-3	-9
COc1ccc(S(=O)(=O)N(CC(=O)N2CCOCC2)c2cc(Cl)ccc2OC)cc1OC	0	3	6	-10	i	1.3	0	-3	0
COc1cc(-c2nc3ccccn3c2/N=C/c2cccc(OC)c2O)ccc1O	0	2	0	-1	i	2.8	6	-5	4
COc1c(C=O)c2c(c(OC)c1OC)-c1ccc(OC)c(=O)cc1C(NC(C)=O)CC2 (centres undefined)	0	-12	31	-9	i	3.6	3	-6	8
CCOc1cc(CNc2ccc(O)cc2)cc(Br)c1OCc1ccccc1F	-6	-19	20	23	i	x	18	4	12
C/C=C(/C)C(=O)Nc1cccc(C2=NOC3(C2)C[C@@H](C(N)=O)N(C(=O)c2ccc(OC)cc2)C3)c1 (some centres undefined)	3	19	-3	-10	i	-0.7	-2	7	-12
O=C(NCc1ccccc1F)C(c1ccccc1)c1ccccc1	-1	-2	-1	6	i	-1.3	-2	-3	10
O=C(Nc1nnc(CC(=O)N2CCOCC2)s1)c1cccs1	-4	-5	-11	-8	i	1.5	10	0	4
CS(=O)(=O)N(CC(=O)N1CCc2ccccc2C1)c1ccccc1Br	-5	-3	-3	-3	i	0.9	-2	-2	-4
O=C(Nc1ccc(N2CCN(C(=O)c3cccs3)CC2)cc1)c1ccc(F)cc1	2	1	-3	-2	i	0.8	-1	-3	-1
O=C(CN1CCCC1)Nc1ccc([N+](=O)[O-])cc1	3	0	1	-6	i	1.3	-1	-6	3
C[C@]12c3[nH]c4ccc(Cl)cc4c3CCN1C(=O)[C@@H](CC(=O)NCCC1=CCCCC1)C[C@@H]2C(=O)N1CCOCC1	-4	-2	-2	15	i	1.4	4	0	-8
COC(=O)c1cc2oc(C)cc2n1CC(=O)Nc1cc(C)cc(C)c1	1	3	-1	0	i	1.2	5	-1	0
CC(=O)c1c(O)c(C)c(O)c2c1OC1=CC(=O)C(C(C)=O)C(=O)[C@@]12C (some centres undefined)	2	-93	-4	-2	+	2.5	24	-10	-26
Clc1ccc(OCc2cc(-c3ccccc3)no2)c(Cl)c1	-1	2	0	31	i	-0.9	2	-3	4
Cc1cccc(C)c1OCC(O)CN1CCN(c2ccccn2)CC1 (centres undefined)	-4	-4	1	-1	i	-0.5	-1	1	2
Nc1c(C(=O)O)sc2nc(-c3ccccc3)c3c(c12)CCCC3	1	-31	-6	15	i	1.1	10	-5	-11
CCCCn1c(N)c(N(CC(C)C)C(=O)c2cccc(-n3cnnn3)c2)c(=O)[nH]c1=O	2	-13	-3	-2	i	-0.4	-8	-3	-8
COC(=O)c1c(C)oc2ccc(OC(=O)N3CCOCC3)cc12	1	7	1	2	i	-1.6	1	-3	8
Cn1cc(S(=O)(=O)NCC2CCCO2)c(=O)n(C)c1=O (centres undefined)	-1	-2	6	-8	i	-0.8	-4	-3	1
Cc1ccccc1Sc1c(C#N)c(-c2ccccc2)nn1C	0	-29	4	29	i	0.3	0	3	-1
C=C[C@@H]1c2ccccc2N(S(=O)(=O)c2ccc(C)cc2)[C@H](c2ccccc2C(F)(F)F)C1(C#N)C#N	1	2	-3	26	i	-1.3	-1	-3	-4
O=[N+]([O-])c1ccc(N/N=C2/CCCCC2c2ccccn2)c([N+](=O)[O-])c1 (centres undefined)	-1	14	-4	38	i	4.5	-2	-5	-3
Cc1ccccc1OCc1nnc(SCC(=O)Nc2ccc(N3CCOCC3)c(Cl)c2)n1C	0	-22	-2	-1	i	-0.6	2	-9	2
Cc1cccc(N(CC(=O)NC2CCCC2)C(=O)CCC(=O)Nc2ccccn2)c1	3	18	-3	-2	i	1.3	2	-4	1
CC1CCCC(NC(=O)CN2CCN(Cc3ccc(Cl)cc3)C2=O)C1C (centres undefined)	4	-10	-3	2	i	0.9	-8	-7	-4
CN(CC(=O)Nc1cccc(F)c1)C(=O)C1=COCCO1	2	3	3	-8	i	1.6	-2	-1	0
NS(=O)(=O)c1ccc(CCNC(=O)c2ccco2)cc1	-5	-1	-1	-6	i	0.3	4	-2	-4
Cc1ccc(NC(=O)Nc2cccnc2)cc1NC(=O)Nc1cccnc1	2	-4	1	4	i	-1.0	-1	-1	4
Cc1ccc(OCC(O)CNS(=O)(=O)c2ccccc2C(=O)O)cc1 (centres undefined)	1	-4	5	-5	i	-1.4	-7	-1	-3
CCN(C[C@H]1N[C@@](CC)(C(=O)OC)[C@H]2C(=O)N(C)C(=O)[C@@H]12)C(=O)Nc1ccc(C(F)(F)F)cc1	-2	-4	1	-8	i	0.9	3	-1	-12
O=C(COC(=O)C1CCC1)NCc1ccccc1	2	-2	9	-8	i	0.6	-9	-3	-9
CCC1CCc2c(sc(N)c2C(N)=O)C1 (centres undefined)	2	-5	-10	-6	i	1.0	1	-4	-7
CCC(C)(C(=O)NC1CCCC1)N(C(=O)c1ccccn1)c1ccccc1 (centres undefined)	-1	-12	-1	-9	i	0.1	-4	-10	4
CN(/C=C/c1c([N+](=O)[O-])c(=O)n(C)c(=O)n1C)c1ccccc1	-2	1	1	12	i	0.2	-14	-2	2

Laid out differently: results already given.
SMILES | Rin1 Abl inh | PABP1 MLLE inh | MT1-MMP act inh | FAS-TE inh | Rpn11 block | MsrA inh | CSN inh | bovine MsrA act | eLon inh
CCN(C[C@H]1N[C@@](CC)(C(=O)OC)[C@H]2C(=O)N(C)C(=O)[C@@H]12)C(=O)Nc1ccc(C(F)(F)F)cc1 | -2 | -4 | 1 | -8 | i | 0.9 | 3 | -1 | -12
COc1cc(NC(=O)c2noc(C)c2[N+](=O)[O-])c(OC)cc1Cl | -1 | 5 | 0 | 2 | i | 0.3 | 2 | -2 | 4
CCOc1cc(CNc2ccc(O)cc2)cc(Br)c1OCc1ccccc1F | -6 | -19 | 20 | 23 | i | x | 18 | 4 | 12

Continued:
SMILES	Rin1 Abl inh	PABP1 MLLE inh	MT1-MMP act inh	FAS-TE inh	Rpn11 block	MsrA inh	CSN inh	bovine MsrA act	eLon inh
Cc1nc2c(O)cccc2cc1CO	-2	9	3	-2	i	0.9	-2	-1	-7
COc1ccccc1CNC(=O)CSc1nnc2ccc(-c3cccnc3)nn12	13*	8	7	-6	i	-1.2	-4	-4	3
CC(C)c1ccc(C2OCC(C)([N+](=O)[O-])CO2)cc1 (centres undefined)	0	6	2	2	i	-1.1	-4	-1	8
O=C(c1cc2nc(-c3ccco3)cc(C(F)(F)F)n2n1)N1CCCc2ccccc21	-1	11	2	-2	i	0.1	1	-4	-11
Cc1c(C(=O)NC(C)c2ccccc2)c(-c2ccccc2)nn1-c1ccccc1 (centres undefined)	0	1	1	4	i	-1.1	5	-5	1
CC12CCCCC1=CC(=O)CC2 (centres undefined)	1	-5	-6	-5	i	0.0	-1	-3	-5
O=C(COC(=O)c1cc(=O)[nH]c2ccc(Br)cc12)c1ccccc1	2	-2	3	-4	i	0.6	-3	2	-1
COc1ccc(/C=N/NC(=O)C2(O)c3ccccc3-c3ccccc32)cc1	-2	4	4	-12	i	-1.3	-3	-7	10
CCSc1nc2ccccc2n1C(=O)c1ccc(S(=O)(=O)N2CCCCCC2)cc1	-2	-3	-1	22	i	0.3	-2	-6	-6
CC(=O)c1cccc(N(C(=O)Cn2nnc3ccccc32)C(C(=O)NCc2ccccc2)c2ccccn2)c1 (centres undefined)	0	4	-3	3	i	-0.4	4	-4	1
O=C1NCCCCC1NS(=O)(=O)c1ccccc1 (centres undefined)	3	-9	-5	-3	i	-1.0	-1	-13	0
CCOC(=O)c1cc2nc(Nc3ccc(OC)cc3)sc2s1	1	-53	-4	-12	i	0.0	5	0	-26
COc1ccc(C2(C(=O)NC(C)C)CCCC2)cc1OC	-2	-7	2	-5	i	-0.6	-4	-8	-3
COc1ccc(C(c2nnnn2CC2CCCO2)N2CCN(c3ccc(F)cc3)CC2)cc1 (centres undefined)	1	-8	1	9	i	0.5	6	-4	-2
CN(CC(=O)Nc1ccc(F)c(F)c1F)C(=O)Cc1ccc(S(=O)(=O)N2CCOCC2)s1	3	-10	-5	-5	i	0.6	4	-1	-11
COC(=O)c1ccc(COc2nc(C)cc(C)c2C#N)o1	-2	3	-6	13	i	1.8	1	-3	2
CC(=O)c1ccc(NC(=O)C(C)Sc2n[nH]c(-c3cccnc3)n2)cc1 (centres undefined)	-1	-9	2	-7	i	-0.8	0	-5	-1
COc1ccc(C)cc1N(CC(=O)N1CCOCC1)S(C)(=O)=O	-4	-3	1	-3	i	0.3	-5	-3	-8
CCCCCC(NC(=O)C1CCN(C(=O)[C@@H](NS(=O)(=O)c2ccc(C)cc2)C(C)C)CC1)C(=O)O (some centres undefined)	-3	-8	1	-5	i	0.5	1	-3	6
O=C1CCCCC(=O)N(c2ccccc2)c2ccccc21	-2	-15	10	-5	i	1.5	0	-12	2

An excerpt from above in order of the PABP1 MLLE inh value, lowest first.
| molecule | PABP1 MLLE inh |
| --- | --- |
| O=C1NCCCCC1NS(=O)(=O)c1ccccc1 (centres undefined) | -9 |
| CCCCCC(NC(=O)C1CCN(C(=O)[C@@H](NS(=O)(=O)c2ccc(C)cc2)C(C)C)CC1)C(=O)O (some centres undefined) | -8 |
| COc1ccc(/C=N/NC(=O)C2(O)c3ccccc3-c3ccccc32)cc1 | 4 |

(listing goes on)
SMILES	Rin1 Abl inh	PABP1 MLLE inh	MT1-MMP act inh	FAS-TE inh	Rpn11 block	MsrA inh	CSN inh	bovine MsrA act	eLon inh
O=C(NCCN1CCN(Cc2ccccc2)CC1)c1cc2c(=O)[nH]c3ccccc3c2s1	-8	-14	6	0	i	0.6	-1	-6	-17
COc1ccc(OC)c(NC(=O)CSc2nnc3ccc(-c4ccccn4)nn23)c1	0	-7	3	-7	i	-0.9	2	-6	-2
CCOC(=O)C(C(=O)OCC)c1c([N+](=O)[O-])c(=O)n2c3c(cccc13)CCC2	2	1	5	3	i	0.3	-4	-6	1
Cc1cccc(C)c1NC(=O)CCCN1C(=O)C(c2ccccc2)Oc2cccnc21 (centres undefined)	-1	-1	0	2	i	1.4	-6	-2	0
ClCc1ncc(-c2ccc(Cl)cc2)o1	-1	-12	-3	-1	i	-0.3	-2	-4	2
O=C(O)CCCCCN1C(=O)/C(=C\c2cn(-c3ccccc3)nc2-c2cccs2)SC1=S	-2	-21	3	-41	i	1.4	10	-3	0
C=CCC(=O)OCCCCCCOc1ccc(C(=O)O)cc1	3	-2	14	-3	i	1.4	1	-1	0
FC(F)(F)c1ccc(N=Cc2sc(N3CCOCC3)nc2-c2ccccc2)cc1	-1	-13	-2	-3	i	18*	-1	-2	7
COC(=O)c1cccc(NC(=O)c2cc3sccc3n2C)c1	-3	-9	2	14	i	0.6	0	-11	7
Cc1ccc(C(=O)Nc2nnc(S(=O)(=O)Nc3ccccc3C)s2)cc1C	-2	-57	-3	-1	i	1.9	9	-8	-1
O=C(NCc1ccccc1)c1ccc2c(=O)[nH]c3c(C(=O)NCC4CCCO4)sc(=S)n3c2c1 (centres undefined)	3	19	3	-8	i	0.8	7	-12	-4

Source: PubChem (several laboratories)
